MC4R antag cAMP – antagonists of human melanocortin 4 receptor (MC4R); inhibition, % at 6.5 µM; P32245; 360,000 compounds, 0.48% hits; AID 540295; MC4R-expressing cells, MTII-stimulated cAMP, LANCE TR-FRET;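 active = inhibition above its plate's cutoff, the mean of tested wells on that plate plus 3 SD, cut at about 29% in these data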;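 also: 0% = Melanotan II alone and 100% = Melanotan II plus saturating MCL0020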
Target sequence (P32245 whole entry, looked up): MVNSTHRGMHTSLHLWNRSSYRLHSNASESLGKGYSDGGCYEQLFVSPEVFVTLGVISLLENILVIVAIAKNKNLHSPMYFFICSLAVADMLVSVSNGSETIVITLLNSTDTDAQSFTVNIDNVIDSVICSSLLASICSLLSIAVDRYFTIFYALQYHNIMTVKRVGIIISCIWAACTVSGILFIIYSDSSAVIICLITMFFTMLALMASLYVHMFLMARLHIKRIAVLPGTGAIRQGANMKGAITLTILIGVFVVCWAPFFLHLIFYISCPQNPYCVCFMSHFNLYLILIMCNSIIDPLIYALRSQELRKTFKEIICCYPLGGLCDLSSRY
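Material: U2OS-MC4R stable cell line | Reagent: Melanotan II challenge after compound preincubation | Doses: One concentration, 6.5 µM nominal | Incubation: 30-min compound preincubation, 1-h Melanotan II challenge, 1-h detection, room temperature | Signal: TR-FRET cAMP assay | Replicates: One well per compound, no replicates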
aDG glyco up – alpha-DG glycosylation activation; Pro5-aDG cells, alpha-DG glycosylation AlphaScreen (IIH6); 0% Pro5, 100% B10-LARGE cell signal; activation, % at 10 µM; 360,000 compounds, 0.22% hits; AID 624168;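 active = activation of at least 8% versus controls, or a plate z-score of at least 8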;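 also: Pro5 are CHO cells carrying HIG-tagged alpha-DG that lacks glycosylation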
Vif inh – inhibitors of HIV Vif; HEK293T cells, Vif self-association by quenched fluorescence, imaging, 24 h; inhibition, % at 7.49 µM; 340,000 compounds, 0.35% hits; AID 602346; in the data active = inhibition above about 50%, passing the limit was not always enough; also: some results filed as inactive read as strong as hits
ABCB6 inh 2 – inhibitors of human ABC transporter ABCB6 | K562-ABCB6 porphyrin accumulation, flow cytometry, 1 h; active compounds read low | fluorescence ratio to DMSO, % at 10 µM | 360,000 compounds, 0.19% hits;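 active = fluorescence ratio to DMSO below 75%, the collection mean minus 3 SD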;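 also: signal is porphyrin accumulated inside mitochondria; 100% equals median channel fluorescence of DMSO control wells; lower ratio means ABCB6 inhibition with less porphyrin fluorescence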
MC4R barr agon – activates human MC4R beta-arrestin recruitment. P32245. U2OS MC4R beta-arrestin complementation, luminescence; percent of melanotan II response, DMSO zero. activation, % at 8.9 µM. 360,000 compounds, 0.98% hits. AID 540308;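 active = activation above a per-plate cutoff, the mean activation of sample wells on that plate plus 3 SD, cut at about 8% in these data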
TLR9-MyD88 block – TLR9-MyD88 interaction inhibition; Q9NR96+Q99836; AID 504734; inhibition, % at 4.98 µM; CHO BLA complementation TLR9-MyD88, CCF4 FRET ratio; 340,000 compounds, 0.21% hits;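 active = inhibition above the mean over all tested compounds plus 3 SD, cut at about 21% in these data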;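 also: 0% = DMSO only wells and 100% = clavulanate BLA inhibitor control wells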
Granule exo inh – blocks lytic granule exocytosis; TALL-104 LAMP-1 surface exposure, flow cytometry; cells stimulated with thapsigargin and PMA; AID 651702; 360,000 compounds, 0.66% hits; inhibition, % at 10 µM;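 active = inhibition above about 55%, limit read from the data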
NOD2-RIPK2 inh – NOD2-RIPK2 protein interaction inhibition | O43353 | CHO BLA complementation NOD2-RIPK2, CCF4 ratio | inhibition, % at 4.98 µM | 360,000 compounds, 0.38% hits | AID 624267; in the data active = inhibition above about 21%;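 also: 0% = vehicle only and 100% = reference blocker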
Target sequence (O43353 whole entry, looked up): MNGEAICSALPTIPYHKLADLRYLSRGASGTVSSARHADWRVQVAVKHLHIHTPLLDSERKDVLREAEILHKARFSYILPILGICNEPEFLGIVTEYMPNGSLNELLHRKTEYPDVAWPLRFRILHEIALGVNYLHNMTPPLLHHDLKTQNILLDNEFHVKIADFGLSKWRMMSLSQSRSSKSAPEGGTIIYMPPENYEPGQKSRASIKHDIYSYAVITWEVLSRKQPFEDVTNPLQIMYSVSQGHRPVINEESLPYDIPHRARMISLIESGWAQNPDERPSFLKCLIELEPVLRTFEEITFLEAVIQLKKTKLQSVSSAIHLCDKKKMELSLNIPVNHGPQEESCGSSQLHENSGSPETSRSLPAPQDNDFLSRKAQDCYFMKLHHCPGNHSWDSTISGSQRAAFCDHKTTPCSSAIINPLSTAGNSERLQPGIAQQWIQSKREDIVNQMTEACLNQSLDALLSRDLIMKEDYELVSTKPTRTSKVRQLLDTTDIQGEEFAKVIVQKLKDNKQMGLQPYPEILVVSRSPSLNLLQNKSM
ABHD5-PLIN5 inh – ABHD5-PLIN5 protein interaction inhibition. Q00G26+Q8WTS1. Split G. princeps luciferase complementation, luminescence, 4 h. inhibition, % at 4 µM. 360,000 compounds, 0.78% hits;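 active = inhibition above the mean inhibition across every tested compound plus 3 SD, cut at about 22% in these data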;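 also: 0% = DMSO only wells and the 100% control is not disclosed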
N-glyco inh – N-linked glycosylation inhibition. D54 ERlucT glycosylation luciferase reporter, 24 h; percent of 100 nM tunicamycin response. reporter increase, % at 12.5 µM. 360,000 compounds, 0.23% hits. AID 588692;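 active = mean luciferase reporter signal, scaled so untreated is 0 and the glycosylation-blocking control 100, at or above a set limit in every replicate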;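 also: luciferase carries N-glycosylation sites so blocking glycosylation raises the light; 0% = median of neutral control wells and 100% = median of 100 nM tunicamycin wells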
An asterisk follows results filed as active; nt = no result given.

SMILES	MC4R antag cAMP	aDG glyco up	Vif inh	ABCB6 inh 2	MC4R barr agon	TLR9-MyD88 block	Granule exo inh	NOD2-RIPK2 inh	ABHD5-PLIN5 inh	N-glyco inh
COc1ccc(-c2cc3c(=O)n(CC(=O)NCc4ccc(F)cc4)ncn3n2)cc1	2	4.0	9	94	1.2	11	1	15	-1	1
CC(CN(C)Cc1ccccc1)OC(=O)C1COc2ccccc2O1 (configuration not stated)	7	-0.1	1	105	0.7	2	-2	-1	1	-2
COC(=O)C1(C)CCCC2(C)c3cc(OC)ccc3C(=O)C(Br)C12 (configuration not stated)	-2	1.3	-1	104	0.8	3	-1	9	-18	-5
COc1cc2c(cc1OC)CN(C(=O)CSc1ccc(F)cc1)CC2	-1	0.5	1	89	-1.4	-3	-4	10	-5	-1
COc1cc(OC)cc(C2=Cc3ccccc3C(CC(C)=O)N2c2ccc(-c3cccs3)cc2)c1 (configuration not stated)	nt	-0.2	nt	100	nt	nt	-1	12	-15	nt
CC1(C)Cc2c(C#N)c(N)n(-c3ccccc3)c(=O)c2CO1	6	0.6	12	96	-3.3	-3	3	-12	-3	2
CSc1nc(-c2ccccc2)nc(N2CCOCC2)c1C(C)=O	5	-0.5	5	103	1.1	4	5	-2	4	4
C1=CC2c3ccccc3NC(c3ccncc3)C2C1 (configuration not stated)	1	-0.2	0	98	2.0	-4	0	-4	3	3
COc1cccc(NC(=O)C2CCN(S(=O)(=O)c3ccc4[nH]c(=O)oc4c3)CC2)c1	13	-0.2	-6	100	-1.5	-10	7	6	-4	3
Cc1ccc(C(=O)CSc2nnc(C)s2)cc1	-5	0.2	-1	101	0.8	6	-5	-2	-1	-2
O=C(NCc1ccncc1)c1ccc(NS(=O)(=O)c2cccc([N+](=O)[O-])c2)cc1	6	-0.2	6	97	-0.5	9	2	1	7	1
COc1cccc(C(=O)NNC(=O)CCN2CCN(c3ccccc3)CC2)c1	7	0.0	2	95	-0.4	4	-3	2	5	1
CCOc1ncccc1C(=O)OCC(=O)Nc1ncc(C(F)(F)F)cc1Cl	3	-0.1	-4	95	-1.4	-1	-1	-6	-1	1
COc1cc(N=c2ssnc2Cl)cc(OC)c1	15	0.4	5	94	0.7	0	-1	-17	-2	0
Cc1ccccc1CSCCNC(=O)CN(c1ccc2c(c1)OCO2)S(C)(=O)=O	6	-0.1	-2	100	-0.3	5	0	-9	4	-1
O=C(NCCCn1ccnc1)c1c(F)cccc1F	-1	-0.1	0	107	-2.4	-5	1	-10	-11	0
O=C(Nc1ccc(Br)cc1)c1cccc(NC(=O)C2C3CC4OC(=O)C2C4C3)c1 (configuration not stated)	1	0.1	1	103	-0.8	-8	11	7	6	-2
COc1ccccc1OCCSc1nc2ccccc2n1CC(=O)O	-1	-0.5	nt	96	0.4	-7	-4	-13	9	1
COc1ccccc1OCc1ccc(C(=O)N2CCN3CCCC3C2)cc1 (configuration not stated)	18	-0.1	-6	96	-2.1	11	-2	4	-3	-3
O=C(O)CN1C(=O)C2C3CC(C2C1=O)C1C(c2ccccc2)c2sc(=O)[nH]c2SC31 (configuration not stated)	16	-0.1	-1	97	-0.8	4	2	-17	0	-4
CC1SC(C)C(=O)N(CC(=O)Nc2ccc([N+](=O)[O-])cc2)C1=O (configuration not stated)	19	-0.1	1	98	-1.7	-9	-1	0	-1	3
NC(=O)c1ncn([C@@H]2O[C@H](CNCc3cccc(OC4CCCC4)c3)[C@@H](O)[C@H]2O)n1	6	-0.1	-4	99	-1.0	-8	1	1	-5	3
COC(=O)[C@]12CCCCC=C1N(Cc1cccc3ccccc13)C(=O)[C@H](CC(=O)NCc1cccc3ccccc13)C2	nt	-0.3	nt	103	nt	nt	9	-15	5	nt
O=C(CN1C(=O)c2cccc3cccc(c23)C1=O)NCCCO	3	0.0	-6	101	-2.2	-8	-4	-1	7	4
COc1cc(OC)c(C(=O)COc2ncnc3ccccc23)c(OC)c1	3	-0.2	0	93	-0.4	6	0	-8	2	1

Grouped by structure: the entries above with an aryl thioether with sulfur outside any ring (4)
SMILES	MC4R antag cAMP	aDG glyco up	Vif inh	ABCB6 inh 2	MC4R barr agon	TLR9-MyD88 block	Granule exo inh	NOD2-RIPK2 inh	ABHD5-PLIN5 inh	N-glyco inh
COc1cc2c(cc1OC)CN(C(=O)CSc1ccc(F)cc1)CC2	-1	0.5	1	89	-1.4	-3	-4	10	-5	-1
CSc1nc(-c2ccccc2)nc(N2CCOCC2)c1C(C)=O	5	-0.5	5	103	1.1	4	5	-2	4	4
Cc1ccc(C(=O)CSc2nnc(C)s2)cc1	-5	0.2	-1	101	0.8	6	-5	-2	-1	-2
COc1ccccc1OCCSc1nc2ccccc2n1CC(=O)O	-1	-0.5	nt	96	0.4	-7	-4	-13	9	1

3 compounds already listed, ordered by heavy-atom count, low to high.
SMILES	MC4R antag cAMP	aDG glyco up	Vif inh	ABCB6 inh 2	MC4R barr agon	TLR9-MyD88 block	Granule exo inh	NOD2-RIPK2 inh	ABHD5-PLIN5 inh	N-glyco inh
CCOc1ncccc1C(=O)OCC(=O)Nc1ncc(C(F)(F)F)cc1Cl	3	-0.1	-4	95	-1.4	-1	-1	-6	-1	1
O=C(O)CN1C(=O)C2C3CC(C2C1=O)C1C(c2ccccc2)c2sc(=O)[nH]c2SC31 (configuration not stated)	16	-0.1	-1	97	-0.8	4	2	-17	0	-4
COc1cc(OC)cc(C2=Cc3ccccc3C(CC(C)=O)N2c2ccc(-c3cccs3)cc2)c1 (configuration not stated)	nt	-0.2	nt	100	nt	nt	-1	12	-15	nt

Following part.
SMILES	MC4R antag cAMP	aDG glyco up	Vif inh	ABCB6 inh 2	MC4R barr agon	TLR9-MyD88 block	Granule exo inh	NOD2-RIPK2 inh	ABHD5-PLIN5 inh	N-glyco inh
CN1CCN(S(=O)(=O)c2ccc(NC(=O)Cc3ccc([N+](=O)[O-])cc3)cc2)CC1	12	-0.3	3	94	1.0	-6	3	-10	-4	-1
CCN(CC)S(=O)(=O)c1cc([N+](=O)[O-])ccc1NNC(=O)Nc1ccc(Cl)c(Cl)c1	10	0.1	nt	102	-3.5	8	2	-5	-8	-10
COc1ccccc1N1CCN(CCCNC(=O)C2CCCN(c3ncnc4c3nc3n4CCCCC3)C2)CC1 (configuration not stated)	8	0.0	-6	107	-2.8	2	0	-4	-7	6
Cc1ccc(CCNC(=O)CCS(=O)(=O)c2cc3c(cc2C)NC(=O)CO3)cc1	7	0.0	-2	94	-1.2	6	-4	-2	5	3
CC1(c2ccc(OC(F)F)cc2)NC(=O)N(CC(=O)Nc2ccc(N3CCCCC3)cc2)C1=O (configuration not stated)	3	-0.5	-8	101	-3.1	-9	0	1	-6	0
CCCCSc1nc(C)c(C(C)=O)cc1C#N	1	0.0	-20	99	2.1	-7	2	2	6	-1
Cc1noc(C)c1CSc1nc2ccccc2n1C	5	0.1	-4	100	-1.3	11	-1	-4	4	2
COc1cc(C(=O)OCC(=O)Nc2ccc(C)cc2)cc(OC)c1OC	3	0.1	-8	96	-1.3	10	5	-3	-1	3
CN(Cc1ccccc1)S(=O)(=O)c1ccc2c(c1)NC(=O)CC(=O)N2	9	0.3	-5	110	-1.6	0	-5	-4	-3	0
O=C(COC(=O)c1ccccc1-c1nc2ccccc2s1)Nc1ccccc1C(F)(F)F	-4	-0.2	-5	291	1.6	8	-4	-6	1	0
CC(=O)Nc1ccc(S(=O)(=O)NCC(=O)NCCCc2ccccc2)cc1	-2	0.0	-4	100	-0.5	-5	7	-2	2	-1
Cc1ccnc(NC(=O)C(C)n2cc([N+](=O)[O-])cn2)c1 (configuration not stated)	13	-0.4	2	97	-0.2	6	6	3	5	3
Cc1ccc(NC(=O)[C@@]2(CC(=O)O)CC(/C=C/c3ccccc3)=NO2)c(C)c1	13	0.1	0	96	-0.1	0	-5	9	-3	3
CC(C)C(NC(=O)c1ccccc1)C(=O)OCc1cc([N+](=O)[O-])cc2c1OCOC2 (configuration not stated)	25	1.2	17	97	-0.5	3	-1	-2	1	-3
COc1ccccc1CCNC(=O)COc1cccc2c1OC(C)(C)C2	5	0.0	-4	104	-1.6	-9	14	0	-7	0
COc1cc(NC(=O)COC(=O)CSc2cc(C)ccc2C)c(C)cc1[N+](=O)[O-]	4	0.2	10	98	-2.1	-1	-2	-9	-8	0
Cc1c(C)n(C)c2ccc(C(=O)NCCCN3CCOCC3)cc12	-2	0.1	-2	104	-2.5	-2	4	-8	-4	1
COc1ccc(C(=O)Nc2ccc(S(=O)(=O)N3CCCC3)cc2)cc1[N+](=O)[O-]	5	0.0	-8	100	-3.8	4	2	-1	4	4
C[C@H](NC(=O)c1nc[nH]c1C(=O)N1CCN(c2ccccc2)CC1)C(=O)OCc1ccccc1	3	0.1	-3	99	0.5	10	-2	-4	-11	3
CC(C)c1ccc(CC(=O)N2CCC2(C)C(=O)NS(=O)(=O)c2cccc(OC(F)F)c2)cc1 (configuration not stated)	-1	0.0	nt	95	-1.5	nt	11	-5	2	1
Cc1ccccc1-c1nc(CS(=O)CC(=O)NCc2ccccn2)c(C)o1 (configuration not stated)	8	-0.1	-8	99	0.1	4	9	1	0	1
CCO[C@H]1OC(C(=O)NCc2ccccc2)=C[C@@H](c2ccc(C(F)(F)F)cc2)[C@@H]1CCCO	3	0.1	-3	95	-0.6	-1	13	2	2	-2
O=C(NCCNC(=O)c1ccc(Cl)cc1Cl)c1ccc(Cl)cc1Cl	nt	-0.3	0	93	nt	nt	-18	-8	-7	2
Cc1c(C(=O)/C=C/N(C)C)nnn1-c1ccc(F)c(Cl)c1	-2	-0.2	-2	102	0.3	nt	0	7	-2	-1
CCc1noc(C)c1C(=O)Nc1nc(-c2ccc(OC)cc2)cs1	5	0.6	-3	95	-0.4	1	-5	6	5	-2
COc1ccc(N2C(=O)c3ccc(C(=O)Nc4ccccc4O)cc3C2=O)cc1	-3	0.0	12	95	2.4	-10	16	4	-2	1
O=C(Nc1nnc(Cc2ccccc2)s1)C1CCN(C(=O)c2ccco2)CC1	7	0.1	-9	91	-2.2	1	2	-7	13	2
Cc1ccc(N2C(=O)[C@@H]3[C@H](C2=O)C2c4ccccc4C=CN2[C@@H]3C(=O)c2ccco2)cc1 (some centres not stated)	8	-0.1	5	118	-0.7	-5	2	-3	1	0
CCc1ccc(NS(=O)(=O)c2ccc3oc(=O)ccc3c2)cc1	12	-0.1	-1	102	2.3	-11	1	-6	-5	0
CCCC(C(=O)NC(C)(C)CC)N(Cc1ccco1)C(=O)CNS(=O)(=O)c1ccccc1 (configuration not stated)	1	0.0	-20	92	-0.3	-2	26	-9	-9	1

One compound at a time, from the list above. Screens in order: MC4R antag cAMP | aDG glyco up | Vif inh | ABCB6 inh 2 | MC4R barr agon | TLR9-MyD88 block | Granule exo inh | NOD2-RIPK2 inh | ABHD5-PLIN5 inh | N-glyco inh
O=C(NCCNC(=O)c1ccc(Cl)cc1Cl)c1ccc(Cl)cc1Cl across the screens: nt | -0.3 | 0 | 93 | nt | nt | -18 | -8 | -7 | 2
Cc1ccc(NC(=O)[C@@]2(CC(=O)O)CC(/C=C/c3ccccc3)=NO2)c(C)c1 across the screens: 13 | 0.1 | 0 | 96 | -0.1 | 0 | -5 | 9 | -3 | 3
COC(=O)C1(C)CCCC2(C)c3cc(OC)ccc3C(=O)C(Br)C12 (configuration not stated) across the screens: -2 | 1.3 | -1 | 104 | 0.8 | 3 | -1 | 9 | -18 | -5

Source: PubChem BioAssay (several laboratories)

A portion of the library; the hit share may differ from the screen's.
